# Screens deposited in PubChem by National Center for Advancing Translational Sciences (NCATS).
# FH mod = Identification of activators of human fumarate hydratase by quantitative high-throughput screening | Fumarate hydratase, mitochondrial (Homo sapiens), P07954 | AID 1347055, 2019 | FH coupled MDH/diaphorase resazurin fluorescence, 15 min | Potency, µM (doses to about 79.9 µM), without a hit: at the highest dose activity change, negative = inhibition, usual class: inhibitors | hit rate 0.22% among 54,000; also: potency is read from the fitted curve at half-maximal effect; % is scaled to controls: 0 for no effect and ±100 for the full control effect; the screen sought activators but most active calls are inhibition curves; nearly all actives have a fitted effect of over 45% in size
# p53null 39C tox = p53 null cell cytotoxicity, nonpermissive temperature. H1299 p53-null (neo) cells, 39C, ATPlite viability, 24 h. Potency, µM (highest dose often 46.1 µM), for inactives: top-dose activity, negative = cell killing, actives largely listed as cytotoxic. hit rate 0.97% among 55,000. AID 904;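 also: potency is read from the fitted curve at half-maximal effect; 0% = DMSO only and -100% = full killing by 100 µM tamoxifen; nearly all actives have a fitted effect of over 50% in size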
#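 H1299 lung cancer cells, p53-null (H1299-neo) or expressing p53 A138V (H1299-p53A138V), were plated overnight at 37C, then exposed to compounds at up to 46 uM for 24 hr at 39C. Viability was read by ATP-based luminescence.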
# NTMT1 inhibitor = inhibitors of human N-terminal methyltransferase NTMT1; hit rate 2.5% among 59,000; Potency, µM (series often up to 114 µM), for inactives: at the top dose activity change, negative = inhibition, actives largely listed as inhibitors; Q9BV86; NTMT1 MTase-Glo SAH luminescence, purified enzyme;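 also: potency is read from the fitted curve at half-maximal effect; plate controls were DMSO vehicle for no effect and no enzyme for full effect; nearly all actives have a fitted effect of over 65% in size; many of its hits are not listed in these tables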
# Target sequence (Q9BV86 whole entry, looked up): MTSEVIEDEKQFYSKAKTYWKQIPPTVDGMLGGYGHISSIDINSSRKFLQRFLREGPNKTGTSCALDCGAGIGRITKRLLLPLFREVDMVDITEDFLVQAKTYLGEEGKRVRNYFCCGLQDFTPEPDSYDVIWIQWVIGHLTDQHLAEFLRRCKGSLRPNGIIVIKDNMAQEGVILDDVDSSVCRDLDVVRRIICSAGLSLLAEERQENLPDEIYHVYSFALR
# GALK inhibitor = GALK (human) enzyme inhibition; AID 1347072; Potency, µM (titrated, usually from 57.5 µM), for inactives: at the top dose activity, negative = inhibition, most hits filed as inhibitors; P51570; recombinant GALK, Kinase-Glo ATP luminescence, 1 h; 44,000 tested, under 10 active;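 also: plate controls were full GALK reaction for no effect and reaction lacking GALK for full effect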
# Target sequence (P51570 whole entry, looked up): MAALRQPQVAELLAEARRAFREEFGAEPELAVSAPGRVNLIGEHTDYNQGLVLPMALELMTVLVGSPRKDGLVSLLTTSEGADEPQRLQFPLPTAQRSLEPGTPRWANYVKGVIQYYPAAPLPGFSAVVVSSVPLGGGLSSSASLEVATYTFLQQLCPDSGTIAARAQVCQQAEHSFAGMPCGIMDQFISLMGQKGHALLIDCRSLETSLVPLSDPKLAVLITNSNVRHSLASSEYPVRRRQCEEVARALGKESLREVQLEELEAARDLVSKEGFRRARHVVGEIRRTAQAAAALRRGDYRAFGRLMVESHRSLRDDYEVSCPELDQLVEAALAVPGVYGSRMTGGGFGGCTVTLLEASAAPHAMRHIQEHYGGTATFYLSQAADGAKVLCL
#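 5 nM GALK with 35 µM ATP and 100 µM galactose in HEPES pH 8.0, MgCl2, NaCl, DTT, BSA; 1 h RT reaction, remaining ATP detected by Kinase-Glo Plus luminescence after 10 min; qHTS concentration series.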
# PTAP-TSG101 blk = blocks PTAP binding to human TSG101, validation | Q99816 | Fluorescence polarization, FITC-PTAP peptide/Tsg101, 20 min | Potency, µM (highest dose often 115 µM), for inactives: at the top dose activity change, negative = inhibition, usual class: inhibitors | 44,000 tested, under 10 active; also: potency is read from the fitted curve at half-maximal effect; 0% is about no effect
#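 Read-out is FITC fluorescence polarization. Compounds were added to Tsg101 binding domain (10 uM final), then FITC-PTAP peptide (50 nM final), 20 min at r.t. Total S+P intensity flags fluorescent compounds.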
# B2AR arrestin ag = ADRB2 beta-arrestin recruitment; Potency, µM (titrated, usually from 46.1 µM), without a hit: at the highest dose activation, actives largely listed as activators; HTLA Tango cells, beta-arrestin recruitment, luciferase luminescence, 18 h; P07550; 44,000 tested, under 10 active;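 also: potency is read from the fitted curve at half-maximal effect; 0% = DMSO and full agonism = EC100 isoproterenol or metaproterenol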
# Target sequence (P07550 whole entry, looked up): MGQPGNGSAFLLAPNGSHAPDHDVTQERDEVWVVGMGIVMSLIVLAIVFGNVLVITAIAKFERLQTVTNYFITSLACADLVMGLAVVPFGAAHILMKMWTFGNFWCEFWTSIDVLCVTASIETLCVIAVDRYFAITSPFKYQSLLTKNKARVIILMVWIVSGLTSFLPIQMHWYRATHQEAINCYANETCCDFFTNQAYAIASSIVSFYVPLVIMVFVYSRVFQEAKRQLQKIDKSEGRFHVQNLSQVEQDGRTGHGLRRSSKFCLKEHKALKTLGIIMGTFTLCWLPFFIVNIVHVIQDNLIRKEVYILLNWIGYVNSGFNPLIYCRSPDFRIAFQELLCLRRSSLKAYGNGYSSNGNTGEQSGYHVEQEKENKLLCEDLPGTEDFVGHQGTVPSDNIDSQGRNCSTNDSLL
#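 Tango cell line, 1% FBS DMEM; cpd titration up to 46 microM; 18 hr, 37 degrees C, 5% CO2. Luciferin/ATP substrate mix added, 15 min RT, luminescence. %Activity, CRC fitting, curve-class categorization.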
# p53null 32C tox = kills p53 null cells at the permissive temperature. H1299-neo p53 null cells, ATP luminescence, 24 h, 32C. hit rate 0.62% among 55,000. AID 903. Potency, µM (top dose mostly 46.1 µM), without a hit: at the top dose activity change, negative = cytotoxicity, most hits filed as cytotoxic;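 also: potency is read from the fitted curve at half-maximal effect; 0% = DMSO only and -100% = full killing by 100 µM tamoxifen; nearly all actives have a fitted effect of over 55% in size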
#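 H1299-neo, 600 cells/well; overnight 37C; cpd up to 46 uM, 24 h at 32C; ATPlite luminescence after 20 min RT; normalized to DMSO (0%) and tamoxifen 100 uM (100% kill); Hill-fit AC50.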
# The depositor's hits bear a star; ? = inconclusive; [ ] = remark or other dose. Calls follow the shape of the dose curve; as a rule, active = well fitted curve in the direction sought with a large enough effect; inconclusive = small, poorly fitted or top-dose-only effect, or another doubt; inactive = no such curve, though single readings can be large; an effect the other way counts as inactive or inconclusive.
# Values run as follows: FH mod	p53null 39C tox	NTMT1 inhibitor	GALK inhibitor	PTAP-TSG101 blk	B2AR arrestin ag	p53null 32C tox
> CCOc1ccc(N2CC(c3nc4ccccc4n3CCOc3ccccc3)CC2=O)cc1 (stereo unspecified)
  -12%	4%	4%	-2%	-5%	-1%	33%[activator]
> O=c1oc2ccccc2cc1-c1nnc(Nc2ccc(Cl)cc2Cl)s1
  8%	15%	-10%	0%	2%	-2%	3%
> CCc1nc2ccc(C(=O)NCc3ccc(OC)c(OC)c3)cc2nc1CC
  -8%	-5%	10%	-4%	-7%	-3%	-2%
> O=C(NCc1ccc(Cl)cc1)c1cc(-c2ccc(F)cc2)on1
  4%	18%	13%	2%	0%	1%	8%
> CCN1CCN(CCCNC(=O)c2ccc3nc(Cc4ccc(OC)cc4)oc3c2)CC1
  -7%	9%	-15%	-1%	-1%	1%	5%
> CC1CCC(NC(=O)c2ccc3c(c2)N(Cc2cccc(Cl)c2)C(=O)c2ccccc2S3(=O)=O)CC1 (stereo unspecified)
  -15%	16%	6%	0%	1%	-1%	13%
> CCOc1ccc(CCNC(=O)Cn2ncc3c([nH]c4ccccc43)c2=O)cc1OCC
  8%	-7%	-8%	1%	-7%	0%	-2%
> Cc1ccc(O)c(NC(=O)COCc2cc(-c3ccco3)on2)c1
  -10%	-20%	16%	1%	0%	3%	-12%
> CCN(CCCNC(=O)c1cc2c(=O)n(CC)c3ccccc3c2s1)Cc1ccccc1
  -32%	?	79µM*	10%	-7%	0%	0%
> O=c1cc(-c2ccccc2)c2ccc3c(c2o1)CN(Cc1ccccc1)CO3
  2%	-2%	-10%	0%	0%	0%	15%
> Cc1cc(NC(=O)CCS(=O)(=O)c2cc3c4c(c2)CCN4C(=O)CC3)ccc1Br
  -18%	8%	5%	-1%	1%	0%	1%
> COc1ccc(CCNC(=O)CCSCc2ccccc2Cl)cc1OC
  -14%	-6%	-6%	-6%	-4%	1%	-7%
> CCOc1ccc(-c2nonc2NC(=O)c2oc3cc(C)c(C)cc3c2C)cc1OCC
  11%	1%	16%	1%	2%	0%	-1%
> O=C(CSc1oc(-c2ccco2)nc1S(=O)(=O)c1ccccc1)c1ccc(Cl)cc1
  -18%	10%	?	-2%	-6%	0%	25%
> COc1ccc(N2CCN(C(=O)C3CCCN(C(=O)c4cc5sccc5n4C)C3)CC2)cc1 (stereo unspecified)
  -12%	-1%	3%	0%	-10%	0%	0%
> Cc1ccc(CSc2nnc([C@@H](N)C(C)C)o2)cc1
  ?	-27%	2%	7%	0%	0%	12%
> COc1ccc(CCn2c(=O)c3ccccc3n(CC(=O)Nc3cccc(C)c3)c2=O)cc1OC
  -33%	18%	-9%	1%	-1%	1%	3%
> O=C(NCCc1ccccc1)c1ccc2c(c1)N(Cc1ccc(Cl)cc1)C(=O)c1ccccc1S2(=O)=O
  -16%	-23%	12%	9%	3%	0%	0%
> CCN(CC)C(=O)c1sc2c(c1C)c(=O)n(-c1ccc(Cl)c(Cl)c1)c(=O)n2Cc1cc(=O)n2ccccc2n1
  ?	1%	11%	-2%	56%[activator]	-3%	2%
> Cc1ccc(N2C(=O)CSC23C(=O)N(CC(=O)NC2CCCCC2)c2ccccc23)cc1C (stereo unspecified)
  2%	4%	4%	1%	1%	2%	17%

# The final two records of the part before come first, to join the parts.
# Values run as follows: FH mod	p53null 39C tox	NTMT1 inhibitor	GALK inhibitor	PTAP-TSG101 blk	B2AR arrestin ag	p53null 32C tox
> CCN(CC)C(=O)c1sc2c(c1C)c(=O)n(-c1ccc(Cl)c(Cl)c1)c(=O)n2Cc1cc(=O)n2ccccc2n1
  ?	1%	11%	-2%	56%[activator]	-3%	2%
> Cc1ccc(N2C(=O)CSC23C(=O)N(CC(=O)NC2CCCCC2)c2ccccc23)cc1C (stereo unspecified)
  2%	4%	4%	1%	1%	2%	17%
> COc1ccc(-c2nc(CSc3nnc(C)n4c3cc3oc(C)cc34)c(C)o2)cc1OC
  -4%	-3%	1%	-8%	-1%	0%	-3%
> CCOc1ccc(NC(=O)CSc2nc(=O)[nH]c3c2CCC3)cc1
  2%	21%	13%	-2%	2%	-4%	-3%
> COc1cccc(-n2c(=O)c3c(C)c(C(=O)N(C)C)sc3n(CC(=O)NCCc3ccc(OC)c(OC)c3)c2=O)c1
  -5%	10%	0%	3%	-1%	-2%	1%
> COc1cccc(Nc2nc3cc(Cl)c(Cl)cc3nc2-n2nc(C)cc2C)c1
  -3%	12%	8%	-8%	2%	0%	-4%
> CC(NC(=O)c1cc(Sc2ccc(F)cc2F)nc2ccccc12)c1ccccc1 (stereo unspecified)
  -3%	-2%	4%	0%	0%	1%	-9%
> COc1cc(OC)c(NC(=O)n2ncc3cc(Cl)ccc32)cc1Cl
  -29%	7%	-8%	2%	0%	-3%	4%
> COc1ccc(-n2nc(C(=O)Nc3ccc(Cl)cn3)c3c4ccccc4n(C)c3c2=O)cc1
  -6%	13%	7%	-1%	-4%	1%	0%
> CCCOC(=O)c1c(-c2ccccc2)c(-c2ccccc2)nn(C)c1=O
  -6%	-14%	16%	-9%	-6%	-1%	-3%
> COc1cc(NC(=O)c2ccc(-n3cnc4cccnc43)cc2)cc(OC)c1
  -6%	5%	9%	4%	0%	-1%	7%
> CCc1ccc(NCc2cc3cc4c(cc3n(CC(=O)Nc3ccccc3OC)c2=O)OCCO4)cc1
  -15%	12%	16%	4%	-12%	7%	3%
> CCOc1ccc2oc(=O)cc(CN3CCN(Cc4ccc(C)cc4)CC3)c2c1
  -28%	-12%	-23%	2%	-2%	-1%	-1%
> COc1ccc(/C=C/C(=O)Nc2ccc3nc(N4CCC(C)CC4)cc(C)c3c2)cc1
  -16%	3%	6%	1%	5%	0%	2%
> CCN(C(=O)CCNC(=O)Cn1cnc2ccccc2c1=O)c1cccc(Cl)c1
  -6%	6%	1%	-17%	-7%	1%	-1%
> CCc1cccc(C)c1NC(=O)CSc1nc2ccccc2nc1Cc1ccccc1
  6%	11%	-4%	-1%	-4%	1%	2%
> O=C(c1ccc(CS(=O)(=O)c2ccc(Br)cc2)o1)N1CCN(c2ccc(F)cc2)CC1
  -11%	-2%	-5%	1%	-10%	-2%	-3%
> Cc1cccc(CNC(=O)Cn2ccc3cc(S(=O)(=O)N4CCC(C)CC4)ccc32)c1
  -5%	14%	7%	4%	1%	0%	0%
> CCc1ccc(-n2nc3ccc(NC(=O)c4cc(Cl)c(OC)c(Cl)c4)cc3n2)cc1
  -2%	7%	3%	0%	-5%	0%	-2%
> CCN(CC)S(=O)(=O)c1ccc2c(c1)c(=O)c(C(=O)NCc1ccccc1)cn2C
  -4%	13%	6%	8%	0%	0%	8%
> Cc1ccc(C)c(N(C)C(=O)C2CCN(S(=O)(=O)c3cccc4nsnc34)CC2)c1
  -9%	-10%	-2%	8%	-12%	0%	3%
> Cc1cccc(C(=O)n2nc(C)c(S(=O)(=O)N3CCOCC3)c2C)c1
  -34%	-4%	-2%	-1%	-4%	1%	?
> CCCCn1c(C2CC(=O)N(c3ccc(OCC)cc3)C2)nc2ccccc21 (stereo unspecified)
  -8%	?	5%	9%	-10%	1%	4%
> COCCNC(=O)c1cnn(-c2ccc(C)cc2C)c1C1CCN(C(=O)OC(C)(C)C)CC1
  -21%	-28%	?	0%	-4%	0%	1%
> COc1ccc(C2CC(=O)c3cc(-c4nc(-c5ccc(Cl)cc5)cs4)c(=O)[nH]c3C2)cc1OC (stereo unspecified)
  2%	16%	6%	0%	4%	-2%	4%
> O=C(Nc1ccc(Cl)cc1)C1CCN(S(=O)(=O)c2ccc(Br)s2)CC1
  -16%	?	10%	1%	-1%	-2%	23%
> COc1ccc(C(=O)NCc2nnc(SCC(=O)Nc3ccc(F)cc3)n2-c2ccccc2)cc1
  -20%	-1%	?	0%	-6%	0%	3%
> CCN1CCN(C(c2ccccc2F)c2c(O)cc(C)n(CCOC)c2=O)CC1 (stereo unspecified)
  4%	?	4%	-4%	0%	1%	12%
> CCOC(=O)c1cccc(NC(=O)c2ccc3nc(C(C)C)oc3c2)c1
  -2%	-5%	-2%	-3%	-3%	2%	-5%
> COc1cccc(CNC(=O)c2cc(-c3ccc(Cl)s3)nc3ccccc23)c1
  -2%	-6%	2%	0%	-8%	-2%	2%
> Cc1ccc(-n2nc(C)c3c(C(=O)NCCc4ccccc4)cc(C)nc32)cc1
  3%	3%	-5%	-2%	0%	0%	-1%
> COc1ccccc1N1CCN(S(=O)(=O)c2c(C)sc3ncn(CC(=O)N(C)c4ccc(C(C)C)cc4)c(=O)c23)CC1
  -24%	3%	10%	3%	-3%	0%	11%
> Cn1c(=O)c2c(nc(SCC(=O)Nc3ccc(F)cc3)n2Cc2ccccc2F)n(C)c1=O
  1%	-13%	-3%	0%	-5%	-2%	-6%[9.22 µM]
> CCC(C)NC(=O)c1sc2nc(C)c(C(=O)Nc3ccc(Cl)cc3)c(-c3ccc(Br)cc3)c2c1N (stereo unspecified)
  -22%	27%	5%	7%	0%	-2%	-1%
> COc1ccc(-n2nc(C(=O)NCCc3cccc(C)c3)c3c4ccccc4n(C)c3c2=O)cc1Cl
  0%	17%	5%	0%	-1%	0%	0%
> COc1ccc(CCNC(=O)c2ccc3c(c2)N(Cc2cccc(Cl)c2)C(=O)c2ccccc2S3=O)cc1OC (stereo unspecified)
  -10%	10%	-6%	3%	2%	-1%	-13%
> COc1cccc(NC(=O)C(=O)NCCc2csc(-c3ccc(C)cc3)n2)c1
  -1%	26%	-9%	-6%	1%	0%	-8%
> CCOc1ccccc1NC(=O)c1cn(C2CCCC2)c(=O)c2c1c1ccccc1n2C
  -7%	-14%	-2%	3%	0%	-1%	-6%
> CC(Nc1ccc(-c2nc(-c3ccncc3)no2)cc1[N+](=O)[O-])c1ccccc1 (stereo unspecified)
  -24%	-13%	1%	4%	1%	-2%	-5%
> C=C(C)CSc1nc2sc3c(c2c(=O)n1Cc1ccccc1)CC(C)(CC)OC3 (stereo unspecified)
  -7%	31%[activator]	8%	0%	3%	0%	7%
> Cc1cc(C)cc(NC(=O)C2CCCN(S(=O)(=O)c3cccc4nsnc34)C2)c1 (stereo unspecified)
  -16%	3%	-2%	9%	7%	1%	11%
> CCc1cccc(C)c1NC(=O)Cn1nc(C)c2nn(-c3ccc(Cl)cc3)c(C)c2c1=O
  -17%	-8%	-19%	0%	0%	-1%	3%
> CCc1ccc(-c2nn(CC(=O)Nc3ccccc3)c3c2cnc2ccc(F)cc23)cc1
  -24%	-18%	5%	-1%	-5%	0%	3%
> O=C(Nc1ccc2nc(SCC(=O)N3CCCc4ccccc43)sc2c1)c1cccc(F)c1
  -2%	6%	-8%	7%	0%	-4%	7%

# Some of the compounds tested. The share of hits here may be higher or lower than overall.
